Source: PubChem BioAssay (Sanford-Burnham Center for Chemical Genomics)
SENP8 block-1: SENP8 protease inhibition; Q96LD8; purified SENP8, Z-RLRGG-aminoluciferin cleavage, luminescence; inhibition, % at 10 µM; 1.2% of 330,000 active; AID 2540; in the data active means inhibition above about 50%
SENP6 block: blocks the human protease SENP6. Q9GZR1. Recombinant SENP6 catalytic domain, aminoluciferin luminescence. inhibition, % at 10 µM. 1.8% of 330,000 active;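 active means inhibition above about 50% at the single tested dose, limit read from the data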;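 further: plate controls were DMSO wells with enzyme for no effect and DMSO wells lacking enzyme for full effect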
Target sequence (Q9GZR1 628-1112 limits assumed): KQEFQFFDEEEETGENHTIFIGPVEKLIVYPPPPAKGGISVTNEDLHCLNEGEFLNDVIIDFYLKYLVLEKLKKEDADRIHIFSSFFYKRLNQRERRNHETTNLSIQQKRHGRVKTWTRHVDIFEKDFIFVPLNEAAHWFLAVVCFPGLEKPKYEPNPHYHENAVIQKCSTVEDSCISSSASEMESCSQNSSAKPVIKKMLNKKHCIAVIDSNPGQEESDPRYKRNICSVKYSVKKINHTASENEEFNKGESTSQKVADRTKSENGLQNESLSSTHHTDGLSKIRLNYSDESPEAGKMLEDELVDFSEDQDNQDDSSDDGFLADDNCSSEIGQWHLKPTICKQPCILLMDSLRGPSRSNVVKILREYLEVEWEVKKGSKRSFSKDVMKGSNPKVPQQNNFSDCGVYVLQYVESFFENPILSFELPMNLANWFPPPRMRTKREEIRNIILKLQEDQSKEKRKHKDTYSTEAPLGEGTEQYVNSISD
A3G deaminase: APOBEC3G (human) deaminase inhibition; Q9HC16; recombinant A3G, ssDNA deamination FAM/TAMRA fluorescence; inhibition, % at 20 µM; 0.28% of 330,000 active;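 active means inhibition of at least 40% at 20 µM, with no more than 30% in the related APOBEC3A deaminase screen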;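 further: plate controls were DMSO wells with A3G for no effect and wells lacking A3G enzyme for full effect; some compounds called inactive have numbers as strong as hits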
Target sequence (Q9HC16 whole entry, looked up): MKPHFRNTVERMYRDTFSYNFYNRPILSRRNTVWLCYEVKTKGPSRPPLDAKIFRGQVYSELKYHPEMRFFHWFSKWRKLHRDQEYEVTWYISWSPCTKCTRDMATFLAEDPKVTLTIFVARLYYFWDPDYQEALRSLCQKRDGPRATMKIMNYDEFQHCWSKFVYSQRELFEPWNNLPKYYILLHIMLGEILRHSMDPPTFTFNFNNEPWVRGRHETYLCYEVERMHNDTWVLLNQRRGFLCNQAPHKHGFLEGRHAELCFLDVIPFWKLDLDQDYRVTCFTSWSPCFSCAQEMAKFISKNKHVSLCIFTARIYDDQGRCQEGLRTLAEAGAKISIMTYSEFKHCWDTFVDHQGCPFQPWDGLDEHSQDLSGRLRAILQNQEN
SENP1 FRET inh: inhibitors of human SENP1 SUMO protease catalytic domain. inhibition, % at 10 µM. 0.21% of 360,000 active. Q9P0U3. recombinant SENP1 catalytic domain, CyPet-SUMO1-YPet FRET cleavage. AID 624204;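 active means inhibition at least 30% at 10 µM, raw YFP signal under a set limit, fluorescence ratio 0.5 to 1.5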;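 further: 0% = enzyme with DMSO and 100% = no enzyme wells; some results filed as inactive read as strong as hits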
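Assay system: hSENP1 catalytic domain, recombinant. Amount: SENP1 enzyme, 20 pM final. Schedule: 50 min reaction, RT, dark. Technique: FRET, CFP and YFP emission. Control set: no-enzyme wells low, DMSO-plus-enzyme wells high control.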
UBC13 inh: inhibitors of human UBC13 polyubiquitin chain formation; TR-FRET; P61088; inhibition, % at 20 µM; 0.47% of 330,000 active; AID 485273; in the data active means inhibition above about 45%, passing the limit was not always enough
Target sequence (P61088 whole entry, looked up): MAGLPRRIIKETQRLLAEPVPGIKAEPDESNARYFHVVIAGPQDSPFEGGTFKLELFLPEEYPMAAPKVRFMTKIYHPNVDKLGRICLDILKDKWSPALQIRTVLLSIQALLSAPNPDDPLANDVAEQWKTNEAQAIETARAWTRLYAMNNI
SENP7 inh: inhibitors of human SENP7 protease. 1.5% of 330,000 active. Q9BQF6. recombinant SENP7, Z-RLRGG-aminoluciferin luminescence, 40 min. inhibition, % at 5 µM. AID 434973;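 active means inhibition above about 50% at the single test dose, limit read from the data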;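 further: plate controls were DMSO with enzyme for no effect and no enzyme buffer wells for full effect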
Apaf-1 inh: inhibitors of human Apaf-1 apoptosome; reconstituted apoptosome caspase-3 activity, DEVD-Rh110 fluorescence; 0.71% of 330,000 active; inhibition, % at 20 µM; active means inhibition of at least 40% at 20 µM;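 further: plate controls were DMSO wells for no effect and DEVD-CHO caspase inhibitor wells for full effect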
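Material: reconstituted apoptosome with Apaf-1, cytochrome c, caspase-9, procaspase-3, dATP. Technique: Rh110 fluorescence intensity. Buffer or medium: pH 7.5 Hepes buffer with CHAPS, BSA, DTT. Times: 30 min plus 50 min, RT.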
SENP8 block-2: inhibitors of human SENP8 protease; Q96LD8; recombinant SENP8, Nedd8 substrate fluorescence; inhibition, % at 20 µM; 0.64% of 360,000 active; AID 602440; in the data active means inhibition mostly above about 40%, no sharp cut-off; inactive means mostly below about 27%
An asterisk follows results filed as active; . = not tested or not shown.

SMILES	SENP8 block-1	SENP6 block	A3G deaminase	SENP1 FRET inh	UBC13 inh	SENP7 inh	Apaf-1 inh	SENP8 block-2
COc1ccccc1CC(=O)Nc1ccc(O)cc1C(=O)O	8	13	0	3	10	9	2	-211
Cc1ccc2c(c1)C(c1ccccc1)N(C(=O)c1ccc(F)cc1)CC(=O)N2 (stereo not drawn)	-4	9	-8	1	5	-6	5	8
COc1ccc(C(=O)c2c3ccc([N+](=O)[O-])cc3[n+]([O-])n2CCCC(N)=O)cc1	-4	-5	-5	5	-28	6	-1	31
CC1=CC(C)(C)NC(=S)N1NC(=O)c1ccccc1Cl	5	-10	-8	1	4	1	-18	-20
O=C(Cn1nc(C(=O)O)c2ccccc2c1=O)Nc1cccc(S(=O)(=O)N2CCOCC2)c1	3	-8	-7	3	-2	9	-6	7
COc1ccc(Nc2ccc(S(=O)(=O)N3CCCCCC3)cc2[N+](=O)[O-])cc1	2	2	-5	1	-20	-4	-1	28
COc1cc(/C=C2/C(=O)NN(c3cccc(F)c3)C2=O)ccc1OC(=O)c1ccco1	-2	-6	-4	4	2	4	4	32
COc1ccc2c(c1OC)C(=O)N(c1cccc(NC(C)=O)c1)C2	2	-1	-3	1	-7	2	0	-28
COc1ccc(CN(C(=O)CN2C(=O)C(C)Oc3ccccc32)C2CCCC2)c(OC)c1 (stereo not drawn)	9	-3	-4	2	11	6	11	15
CCCCn1c(N)c(N(CC(C)C)C(=O)c2cccc(OCc3ccccc3)c2)c(=O)[nH]c1=O	-9	-14	-5	1	2	-16	13	6
O=C(CN1C(=O)NC2(CCCC2)C1=O)Nc1ccc(Cl)c(C(F)(F)F)c1	0	9	-7	2	0	0	3	7
CCOC(=O)N1CCN(c2cc(C)nc3nc(C)nn23)CC1	-7	-3	8	3	8	6	8	11
O=S(=O)(c1ccc(Cl)cc1)c1cc(O)ccc1O	3	-11	3	2	-1	-5	2	12
COCCN(C(=O)CSc1nnc(-c2ccc(Cl)cc2)o1)c1c(N)n(CC(C)C)c(=O)[nH]c1=O	0	-7	-5	2	8	-4	8	2
COC(=O)c1ccccc1NC(=O)C1CCN(C(=O)N2CCOc3ccccc32)CC1	-7	-6	-1	-1	6	10	7	-37
CCOc1ccc(CNC(=S)N/N=C/c2ccncc2)cc1	-8	-17	-6	3	1	19	-5	9
CCc1cccc(CC)c1C(OC(C)=O)c1cccnc1 (stereo not drawn)	55*	-25	-4	1	-1	-3	-11	15
CC(=O)Nc1ccc(S(=O)(=O)N2CCN(CC(O)COc3ccc4ccccc4c3)CC2)cc1 (stereo not drawn)	-8	16	-8	0	47*	-5	-11	11
CN(C)CC(NC(=O)c1cccc(S(=O)(=O)Nc2ccc3c(c2)OCO3)c1)c1ccccc1 (stereo not drawn)	2	3	-4	-1	16	7	3	-5
COc1ccc(S(=O)(=O)N(CC(=O)NCc2ccco2)c2ccc(F)cc2)cc1	2	2	-5	1	3	-2	9	8
CCOc1cc(CNCCCN2CCOCC2)cc(Br)c1OCC(=O)Nc1cccc(C(F)(F)F)c1	-5	-6	-4	1	35	5	5	25
Cc1cc(Cl)ccc1OC(C)C(=O)NCCCn1ccnc1 (stereo not drawn)	-4	-17	-7	-1	6	4	-2	7
COC1Cc2ccccc2N(C(N)=O)c2ccccc21 (stereo not drawn)	7	1	0	1	5	-2	-6	14
COc1ccc(N=C/C=C2/C=C(c3ccccc3)OC(C)(C)O2)cc1	-6	-4	-6	-10	-31	-5	8	18
CC(=O)N/N=C/c1ccc(OCCOc2ccc(Br)cc2)cc1	4	8	-8	1	0	2	3	15
COc1ccc(CC(=O)Nc2cc(C)ccc2O)cc1OC	-12	-8	-5	-3	-9	6	-12	2
Cc1ccc(CNc2ncnc3cc(Cl)ccc23)o1	-6	-11	-11	0	4	-2	5	5
CCN(CC)S(=O)(=O)c1cc([N+](=O)[O-])ccc1NNC(=O)Nc1ccccc1OC	-1	-3	-2	1	26	2	7	51*
COc1cc(CN2CCCC(C(=O)c3ccccc3SC)C2)cc(OC)c1 (stereo not drawn)	-4	-15	-1	-2	12	-1	11	19
COCCn1c(NC(=S)NC(=O)C23CC4CC(CC(C4)C2)C3)cc(=O)[nH]c1=O	2	-10	-4	0	16	-1	11	23
CCOc1ccc(CNC23CN4CN(CN(C4)C2)C3)cc1	2	4	-4	1	2	0	-35	5
COC(=O)N=Nc1c(O)n(Cc2ccccc2)c2ccccc12	-5	-8	-7	0	15	1	-2	25
CCC1CCCCN1S(=O)(=O)c1ccc2c(c1)CCN2C(C)=O (stereo not drawn)	1	-4	-8	-1	11	0	1	13
On1nnc2cc(C(F)(F)F)ccc21	7	3	-6	-3	4	-2	-5	9
O=C(c1cccc(C(F)(F)F)c1)N1CCCC1	-7	-9	-7	0	4	-9	-18	6
Cc1ccccc1CS(=O)(=O)c1nnc([C@H](Cc2ccccc2)NC(=O)OC(C)(C)C)o1	-2	-14	-5	-1	4	8	-5	10
Cc1ccc(S(=O)(=O)CCC(=O)Nc2ccc(S(=O)(=O)N(C)C)cc2)cc1	-7	-6	-4	.	-6	-6	4	.
O=C(Nc1ccccc1C(=O)NC1CC1)c1ccccc1	6	-19	-10	0	3	-3	-5	-16
CC(C)n1nnnc1SCC(=O)NC1CCCC1	-9	-6	4	1	-5	-6	-2	10
O=C(c1cccs1)N1CCCc2ccccc21	-4	-13	2	1	2	2	0	9
CCNc1nc(NC(C)C)nc(OCCOC(=O)c2ccccc2)n1	7	6	0	1	7	1	-5	15
Cc1cc(C)c(S(=O)(=O)NCC2CCC(C(=O)NCCCN3CCC(C)CC3)CC2)c(C)c1 (stereo not drawn)	1	-9	-4	-1	9	-4	7	10
O=C(c1ccc(Br)o1)N1CCN(CCc2ccncc2)CC1	7	18	-1	-1	2	4	5	8
Fc1ccccc1NC(=S)N/N=C/c1ccccc1Br	-2	-7	-11	0	-2	-1	-7	28
O=CN/N=C/c1c(O)ccc2ccccc12	-7	-5	-4	-28	-14	-11	2	9
COc1cccc(CN2CCN(C(=O)c3ccc(-c4ccccc4)cc3)CC2)c1	-11	-10	-9	-1	-2	-12	15	-1
COc1ccc(-n2c(Cc3cccn3C)nnc2SCC(=O)Nc2cccc(OC)c2)cc1	4	-1	-3	-3	7	0	5	4
O=C(Nc1cccc(Cl)c1)Nc1ccc2c(c1)C(=O)OC2	-14	-26	-4	-2	-16	-5	9	-2

Sorted by value in A3G deaminase (lowest first): three from the list above
| compound | SENP6 block | A3G deaminase | SENP1 FRET inh | UBC13 inh | SENP7 inh |
| --- | --- | --- | --- | --- | --- |
| Fc1ccccc1NC(=S)N/N=C/c1ccccc1Br | -7 | -11 | 0 | -2 | -1 |
| COc1cccc(CN2CCN(C(=O)c3ccc(-c4ccccc4)cc3)CC2)c1 | -10 | -9 | -1 | -2 | -12 |
| O=C(c1cccs1)N1CCCc2ccccc21 | -13 | 2 | 1 | 2 | 2 |

Next section:
SMILES	SENP8 block-1	SENP6 block	A3G deaminase	SENP1 FRET inh	UBC13 inh	SENP7 inh	Apaf-1 inh	SENP8 block-2
O=C(CCn1cccn1)N1CCCC(N2CCN(c3cccc(C(F)(F)F)c3)CC2)C1 (stereo not drawn)	1	1	-7	3	6	4	7	2
CCNC(=O)CN(C1CCCCC1)S(C)(=O)=O	5	-16	-3	2	4	0	-5	6
O=[N+]([O-])c1cc(C(F)(F)F)cc([N+](=O)[O-])c1NN=C1CCCCC1	-4	4	-5	5	-2	6	7	42*
Cc1cccc(N2CC(C(=O)Nc3nc4ccc(S(C)(=O)=O)cc4s3)CC2=O)c1C (stereo not drawn)	2	-12	-12	-1	4	-2	5	-5
Cc1cc(OCC(=O)NCc2ccccn2)c2c(C)cc(=O)oc2c1	-15	5	-6	-1	19	8	-5	-332
CCCCN1CCNC1=S	5	-6	-4	2	3	-3	-4	2
CN1CCN(c2ccc(Cl)cc2NC(=O)c2ccc(=O)n(C)n2)CC1	9	6	-7	2	0	5	-13	6
COc1cc(NC(=O)CNc2cccc(S(=O)(=O)N3CCOCC3)c2)cc(OC)c1	-2	-14	-5	3	2	7	6	0
O=C1OCC2=C1C(c1ccc3c(c1)OCO3)Sc1ccccc1N2 (stereo not drawn)	-1	-18	-2	1	11	-2	15	4
Cc1ccc2c(c1)/C(=C/c1ccc(F)cc1)C(=O)N2	-1	-2	1	-22	3	5	17	7
COC(=O)CSc1nc(-c2ccccc2)nc2ccccc12	1	-8	-4	-1	16	6	9	3
Cc1oc(-c2ccccc2Cl)nc1CS(=O)CC(=O)NCCCN1CC(C)CC(C)C1 (stereo not drawn)	5	-6	-5	0	2	-1	-8	7
COc1ccccc1NS(=O)(=O)c1ccc2oc(SCc3ccc(C#N)cc3)nc2c1	-2	-2	0	0	4	2	11	10
NC(=O)CC(NC(=O)Cc1ccc(Br)cc1)c1ccc(NCCc2ccc(Cl)cc2)c([N+](=O)[O-])c1 (stereo not drawn)	-2	-9	2	26	-33	3	16	39
O/N=C/c1cc(Br)ccc1OCc1cccc(F)c1	-5	-5	1	0	10	0	8	16
Cc1cc(N2CCN(c3ccccc3)CC2)nc(-n2nc(C)cc2C)n1	1	1	-10	2	18	-2	-7	16
CSCCC1C(C#N)=C(N)Oc2n[nH]c(-c3cccs3)c21 (stereo not drawn)	-3	0	-10	-2	-20	-1	24	-25
O=C(Nc1ccccc1-c1ccccc1)c1ccc(NC(=O)c2ccco2)cc1	8	-6	3	1	2	-2	3	15
CC1CCC(NC(=O)c2ccc(NC3=NC4CS(=O)(=O)CC4S3)cc2)CC1 (stereo not drawn)	-3	7	-6	0	0	4	1	21
COc1ccc(-c2c3c(=O)n(C)c(=O)n(C)c3cn2C2CCCCC2)cc1	-4	5	-6	3	20	0	8	-278
CC1=Nc2ccc(C)cc2/C1=C/c1c(N)n2nc(CC(=O)N3CCOCC3)sc2nc1=O	1	10	1	-60	-18	13	7	-8
COc1ccc(CCNC(=O)/C=C/c2ccc(C)cc2)cc1OC	-7	-4	-3	3	0	-10	2	14
COc1ccc(C(C(=O)NC2CCCC2)N2CCc3ccccc32)cc1 (stereo not drawn)	2	18	2	-13	-5	4	15	2
CCOC(=O)CC(=O)NC(C)(C)CCCCC(C)(C)NC(=O)CC(=O)OCC	-6	-36	-3	5	-7	-2	-1	14
O=c1[nH]c2c(c3c1CCCC3)CCCC2	-1	-5	2	-6	-1	-1	0	10
COC(=O)c1ccc(S(=O)(=O)N2CCN(C)CC2)n1C	4	4	-2	0	3	-2	-13	4
CC(Sc1nnc2c(n1)C1CCC2(C)C1(C)C)C(=O)Nc1ccccc1 (stereo not drawn)	6	5	6	1	7	3	4	9
O=C(CNC(=O)c1ccccc1Cl)NCCc1cccs1	0	-11	-5	-5	20	5	-2	11
O=C(NCCCCNC(=O)c1c(F)c(F)c(F)c(F)c1F)c1c(F)c(F)c(F)c(F)c1F	6	-2	-6	2	9	9	-4	22
Cc1cc2c(cc1S(=O)(=O)N1CCc3ccccc31)NC(=O)CO2	-10	-3	-7	2	33	-5	14	11

Entries of single compounds, quoted from the list. Order of values: SENP8 block-1 | SENP6 block | A3G deaminase | SENP1 FRET inh | UBC13 inh | SENP7 inh | Apaf-1 inh | SENP8 block-2
O=C(CNC(=O)c1ccccc1Cl)NCCc1cccs1 is listed with 0 | -11 | -5 | -5 | 20 | 5 | -2 | 11
O=c1[nH]c2c(c3c1CCCC3)CCCC2 is listed with -1 | -5 | 2 | -6 | -1 | -1 | 0 | 10
O=C(NCCCCNC(=O)c1c(F)c(F)c(F)c(F)c1F)c1c(F)c(F)c(F)c(F)c1F is listed with 6 | -2 | -6 | 2 | 9 | 9 | -4 | 22
COC(=O)c1ccc(S(=O)(=O)N2CCN(C)CC2)n1C is listed with 4 | 4 | -2 | 0 | 3 | -2 | -13 | 4
Cc1cc2c(cc1S(=O)(=O)N1CCc3ccccc31)NC(=O)CO2 is listed with -10 | -3 | -7 | 2 | 33 | -5 | 14 | 11
